# RBX1-CUL1 inh – human ROC1-CUL1 E3 ligase inhibition; hit rate 0.6% among 140,000; inhibition, % at 10 µM; AID 1347404; in vitro K48 di-Ub FRET, acceptor:donor ratio, 45 min; P62877+Q13616; in the data active = inhibition above about 25%
# Target sequence (P62877 whole entry, looked up): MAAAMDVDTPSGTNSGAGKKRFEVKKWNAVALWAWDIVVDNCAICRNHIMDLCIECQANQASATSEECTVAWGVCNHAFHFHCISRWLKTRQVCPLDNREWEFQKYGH
# Target sequence (Q13616 whole entry, looked up): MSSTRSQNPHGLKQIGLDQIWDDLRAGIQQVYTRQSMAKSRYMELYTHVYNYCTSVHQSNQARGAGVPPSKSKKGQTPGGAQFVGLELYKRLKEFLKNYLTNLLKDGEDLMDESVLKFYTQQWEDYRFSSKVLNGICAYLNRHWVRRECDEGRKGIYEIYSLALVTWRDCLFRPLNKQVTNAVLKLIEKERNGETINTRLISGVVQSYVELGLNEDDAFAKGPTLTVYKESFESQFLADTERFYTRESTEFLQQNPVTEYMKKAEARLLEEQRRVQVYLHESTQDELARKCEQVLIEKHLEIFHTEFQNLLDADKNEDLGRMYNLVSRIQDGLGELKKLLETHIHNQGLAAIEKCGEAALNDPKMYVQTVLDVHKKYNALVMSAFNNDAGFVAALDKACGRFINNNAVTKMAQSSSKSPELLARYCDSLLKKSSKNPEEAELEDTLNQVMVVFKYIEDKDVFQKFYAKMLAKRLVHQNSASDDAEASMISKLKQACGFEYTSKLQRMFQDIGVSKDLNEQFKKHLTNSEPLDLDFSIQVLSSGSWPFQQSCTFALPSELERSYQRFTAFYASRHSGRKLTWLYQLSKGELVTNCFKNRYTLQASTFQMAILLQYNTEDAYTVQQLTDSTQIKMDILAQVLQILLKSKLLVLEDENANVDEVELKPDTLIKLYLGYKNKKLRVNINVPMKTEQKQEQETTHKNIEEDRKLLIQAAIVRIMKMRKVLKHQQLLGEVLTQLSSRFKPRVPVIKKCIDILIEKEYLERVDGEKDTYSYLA
# * hit, by the source's call; & = joins results of further samples. The list is partial; rates above refer to the full screens.
SMILES,RBX1-CUL1 inh
COc1cc(C23OC(c4cc5c(cc42)OCO5)C2C(OC4C[C@@H](C)CC[C@@H]4C(C)C)OC(=O)C23)cc(OC)c1OC (stereo not given in full),7
Cc1ccc(S(=O)(=O)c2nnn3c2nc(N2CCC(C(N)=O)CC2)c2cc(Cl)ccc23)cc1C,7
N#CC1=c2s/c(=C\c3ccccc3C(F)(F)F)c(=O)n2C(=N)C(C#N)C1c1ccccc1C(F)(F)F (stereo not given),4
C=CCOc1ccc(C(C2C(=O)CC(C)(C)CC2=O)C2C(=O)CC(C)(C)CC2=O)cc1,7
COc1cc(OC)c(OC)cc1NC(=O)CC1COc2ccccc2O1 (stereo not given),5
Cc1ccc(NS(C)(=O)=O)cc1,-4
Cc1cc(C)c(S(=O)(=O)Nc2ccc(-c3ccc(N4CCCCCC4)nn3)cc2)cc1C,-6
O=C(O)c1cnn2c1NC(c1ccc(Br)cc1)CC2C(F)(F)F (stereo not given),-2
c1ccc2c(c1)sc1ccc3c(c12)CCCCC3,0
Cc1ccc(NC(=O)c2c(C)nc3sc(C(=O)Nc4ccc(F)cc4)c(N)c3c2-c2ccc(Cl)cc2)c(C)c1,-5
C=CCN1C(=S)N(c2cccc(C)c2)C2CS(=O)(=O)CC21 (stereo not given),1
CCn1c(C)cn2c3c(=O)n(CCOC)c(=O)n(C)c3nc12,0
Nc1c(C(=O)Nc2ccc(Br)cc2)sc2nc3c(c(-c4ccco4)c12)CCCCC3,-6
Cc1oc(-c2cc(F)cc(F)c2)nc1CN1CCOCC1,-5
Fc1ccc(C2CC(c3cccs3)=NN2c2cccc(Cl)c2)cc1 (stereo not given),-17
COc1cc(OC)c(N(C)C(=O)c2c(C)oc3ncnc(N4CCCCC4)c23)cc1Cl,-2
CCC(C)C(=O)Nc1cccc(Cl)c1 (stereo not given),-2
CN(Cc1ccon1)C(=O)c1csc2nc(-c3cccc(F)c3)cn12,-4
CCOc1ccc(C(C)NC(=O)c2ccncc2)cc1 (stereo not given),4
CCOCc1ccccc1Nc1ncnc2onc(-c3ccc(Cl)cc3)c12,-3
COc1ccc(-c2csc3ncnc(Nc4cc(OC)cc(OC)c4)c23)cc1,-5
CCN(CC)CCN1C(=O)C(=O)C(C(=O)c2ccc(F)cc2)C1c1cccc(Br)c1 (stereo not given),-8
CCOC(=O)C1CCCN(S(=O)(=O)c2ccc(OC)cc2)C1 (stereo not given),-1
CC(C)CC(=O)Nc1ccc(Cl)c(-c2nc3ccccc3[nH]2)c1,-2
COc1cc(OC)c(NC(=O)c2cc(OC)c(OC)c(OC)c2)cc1Cl,-3
CCCCOCCNc1ncnc2nc[nH]c12,6
CC(=O)Nc1ccc2c(c1)N(C(C)=O)C(=O)C2,13
S=C1N(c2ccccc2)C(=Nc2ccccc2)C(=Nc2ccccc2)N1c1cc(Cl)cc(Cl)c1,-4
COc1ccc(NC(=O)C23CCC(C)(c4nc5ccccc5nc42)C3(C)C)cc1 (stereo not given),-2
COc1ccccc1NC(=O)CSc1nnc(COc2cccc(C)c2)n1C,9
Cc1nn(CC(=O)NCCc2ccccc2Cl)c(=O)c2nn(-c3ccccc3)c(C)c12,-9
O=C1N(Cc2cccnc2)C[C@@H]2C[C@@H](c3cccc(C(F)(F)F)c3)N3CCC[C@@]123,-1
Cc1c(Cl)cccc1NC(=O)N1CCCC(CNC(=O)c2cccnc2)C1 (stereo not given),-3
O=C(Nc1ccc(Cc2ccc(NC(=O)C3CC3(c3ccccc3)c3ccccc3)cc2)cc1)C1CC1(c1ccccc1)c1ccccc1 (stereo not given),-2
CCc1ccc(NC(=O)c2ccc(S(=O)(=O)N3CCOCC3)cc2)cc1,-1
Cc1ccccc1OCC(=O)Nn1c(COc2ccccc2C)nc2ccccc2c1=O,6
O=C(Nc1nn[nH]n1)c1cccc2ccccc12,6
Cc1cc(Br)ccc1OCC(=O)NNC(=O)C(c1ccccc1)c1ccccc1,-5
CCCCN(CC)CCCNC(=O)c1nn(C)c2c1CS(=O)(=O)c1ccccc1-2,3
COc1cc(CN2CCN(Cc3ccc4nonc4c3)CC2CCO)cc(OC)c1 (stereo not given),0
O=C1CC(c2nc3ccccc3n2CCC2CCCCC2)CN1c1ccccc1Cl (stereo not given),0
COc1cc2c(cc1OC)C(C)N(C(=O)c1ccc(Br)cc1)CC2 (stereo not given),2
COC(=O)c1cc2ccc(OC)c(OC)c2c(=O)s1,2
COc1ccc(NC(=O)c2sc3nc(-c4ccc(F)cc4)ccc3c2N)cc1OC,-2
COc1cc(/C=C2/SC(=S)NC2=O)ccc1OCCOc1ccccc1,-3
C=Cc1ccc(C(=O)N2CCC3(CC2)CC3C(=O)NCCc2ccccn2)cc1 (stereo not given),-2
S=C1N=C2c3ccccc3CCC2C(c2ccccc2)N1 (stereo not given),3
Cn1ccnc1CN1CC[C@@H](N2CCN(c3ccccc3F)CC2)[C@H](O)C1,-1
COC(c1ccc2c(c1)CN(C(=O)c1cccs1)CCO2)C1CCCCC1 (stereo not given),-2
O=C(c1ccccc1)c1ccc2nc(SCc3ccccc3)[nH]c2c1,-8

# (more compounds)
SMILES,RBX1-CUL1 inh
O=C(CCn1nnnc1CN1CCOCC1)NC(c1ccco1)C(F)(F)F (stereo not given),9
COc1ccc(NC(=O)CC2C(=O)N(c3ccccc3)C(=O)N2CCc2sccc2C)cc1 (stereo not given),1
Cc1ccc2[nH]c3c(=O)n(CC(=O)NCCCN4CCN(c5ccc(F)cc5)CC4)ncc3c2c1,10
Cc1csc(=Nc2ccccc2)n1C,-6
CC1(C)NC(=O)N(CC(O)COc2ccc(F)cc2)C1=O (stereo not given),3
Cc1nc(-c2cccc(F)c2)sc1CCNC(=O)c1ccc(F)c(F)c1,2
CC(/C=N\NC(=O)c1ccc(C)nc1)=C\c1ccccc1,-2
COc1ccc(C2NC(=O)c3c(sc4c3CCN(C)C4)N2)cc1O (stereo not given),-41&-7
COCC(=O)Nc1cc(C(=O)NCC2CCN(CC(C)C)CC2)cc2nc(-c3cccnc3)n(C)c12,7
COc1ccc(CNC2CCCc3c2cnn3-c2ccccn2)c(C)c1C (stereo not given),2
Cc1cc(C)nc(NS(=O)(=O)c2ccc(NC(=O)C3CCN(S(=O)(=O)c4cccs4)CC3)cc2)n1,-7
O=C(c1cc([N+](=O)[O-])ccc1Cl)n1nnc2ccccc21,1
Cc1ccc(CNC(=O)c2nnn(Cc3ccc(F)cc3)c2N)cc1,-2
CCc1cccc(NC(=O)COC(=O)c2cn(CC)c3nc(C)ccc3c2=O)c1,-2
O=C(CC(=Nc1ccccn1)C(=O)c1ccccc1)c1ccccc1,15
O=C(NCc1nc(-c2cccnc2)no1)c1ccc(C2CCCN2)s1 (stereo not given),1
C=CCOc1ccccc1C=C1N=C(c2ccc(N(C(C)=O)C(=O)c3ncn[nH]3)cc2)OC1=O,-15
CC(C)(C)n1cnc(C(N)=O)c1N,0
CCOC(=O)c1oc2ccc(S(=O)(=O)n3nc(-c4ccccc4OC)cc3N)cc2c1C,-2
CCOC(=O)C(C(=O)OCC)N1C(=O)S/C(=C/c2cccs2)C1=O,-5
Cc1ccc(CN2CCN(CC(=O)Nc3ccc(C)c(C)c3)S2(=O)=O)cc1,4
CCOc1cc(C=C2C(=O)NC(=S)NC2=O)cc(Br)c1OCc1ccc(C(=O)O)cc1,4
COc1ccc(NC(=O)Cn2c(=O)n(-c3ccc(OC)c(OC)c3)c(=O)c3ccccc32)cc1,5
COc1ccc(C(C)(C)C)cc1NC(=O)c1ccncc1,-2
COc1ccc(OC)c(NC(=O)c2ccc3c(Cl)c4c(nc3c2)CCCC4)c1,1
Cc1cccc(N2C(=O)c3ccc(C(=O)Nc4ccc5c(c4)OCO5)cc3C2=O)c1C,-1
COc1cccc(NC(=O)CCS(=O)(=O)c2ccc3c(c2)oc(=O)n3C)c1,-11
CCOc1ccc2cc(-c3nnc(Nc4ccccc4F)s3)c(=O)oc2c1,5
CCOc1ccc(NC(=O)C2CCCN(S(=O)(=O)c3ccc(Br)s3)C2)cc1 (stereo not given),-6
CCCc1ccc(-c2csc(NC(=O)c3ccco3)c2C(=O)OCC)cc1,-9
CC1=Nc2ncnn2C(c2sccc2C)C1C(=O)Nc1ccc(C)cc1C (stereo not given),1
Clc1cccc(CSc2nc3ccccc3[nH]2)c1,-7
CCSc1ncc(Cl)c(C(=O)Nc2c(Cl)cccc2Cl)n1,5
Nc1nnc(SCC(=O)Nc2nnc(SCc3cccc(Br)c3)s2)s1,14
CCCNS(=O)(=O)Cc1ccc(Cl)cc1,-6
O=C(Nc1ccc(Cl)c(C(F)(F)F)c1)C1CCCN(S(=O)(=O)c2cccc3cccnc23)C1 (stereo not given),0
CC1(C)CCCC2=C1C(O)OC2=O (stereo not given),-6
CCc1ccccc1NC(=O)CSc1nnc(-c2cc(OC)c(OC)c(OC)c2)o1,12
COc1cccc(C2CC(C(F)(F)F)n3ncc(C(=O)N4CCCCCC4)c3N2)c1 (stereo not given),5
CC(C)CC(=O)NC(=S)Nc1sc2c(c1C(N)=O)CCC2,1

# A different layout for some results above.
RBX1-CUL1 inh	Molecule
1	COc1ccc(OC)c(NC(=O)c2ccc3c(Cl)c4c(nc3c2)CCCC4)c1
-1	Cc1cccc(N2C(=O)c3ccc(C(=O)Nc4ccc5c(c4)OCO5)cc3C2=O)c1C
-11	COc1cccc(NC(=O)CCS(=O)(=O)c2ccc3c(c2)oc(=O)n3C)c1
5	CCOc1ccc2cc(-c3nnc(Nc4ccccc4F)s3)c(=O)oc2c1
-6	CCOc1ccc(NC(=O)C2CCCN(S(=O)(=O)c3ccc(Br)s3)C2)cc1 (stereo not given)
-9	CCCc1ccc(-c2csc(NC(=O)c3ccco3)c2C(=O)OCC)cc1
1	CC1=Nc2ncnn2C(c2sccc2C)C1C(=O)Nc1ccc(C)cc1C (stereo not given)
-7	Clc1cccc(CSc2nc3ccccc3[nH]2)c1
5	CCSc1ncc(Cl)c(C(=O)Nc2c(Cl)cccc2Cl)n1
14	Nc1nnc(SCC(=O)Nc2nnc(SCc3cccc(Br)c3)s2)s1
-6	CCCNS(=O)(=O)Cc1ccc(Cl)cc1
0	O=C(Nc1ccc(Cl)c(C(F)(F)F)c1)C1CCCN(S(=O)(=O)c2cccc3cccnc23)C1 (stereo not given)
-6	CC1(C)CCCC2=C1C(O)OC2=O (stereo not given)
12	CCc1ccccc1NC(=O)CSc1nnc(-c2cc(OC)c(OC)c(OC)c2)o1
5	COc1cccc(C2CC(C(F)(F)F)n3ncc(C(=O)N4CCCCCC4)c3N2)c1 (stereo not given)
1	CC(C)CC(=O)NC(=S)Nc1sc2c(c1C(N)=O)CCC2

# Remaining list, next part
SMILES,RBX1-CUL1 inh
CCCC(C)NC(=O)c1cc(OC)c(OC)c(OC)c1 (stereo not given),-5
CCOC(=O)C1=C(C(=O)OCC)SC(=C2C(=S)C(C)(C)N(C(=O)COc3cccc4ccccc34)c3c(C)cccc32)S1,-7
CCc1cccc(C)c1NC(=O)c1nnn(-c2ccc(F)cc2)c1C,13
COCCN1CCCC2(CCN(C(=O)Nc3ccc(C)cc3)C2)C1=O (stereo not given),-1
COC(=O)c1c(NC(=O)COc2ccc(OC)cc2)sc2c1CCCC2,1
CCn1c(-c2ccccc2)c[n+]2ccccc12,-4
O=C1OCCN1c1ccc(C(F)(F)F)cc1,7
Cc1cccc(CN2C(=O)CC(c3ccc(Cl)cc3)c3c(C)nn(-c4nc(C)cc(C)n4)c32)c1 (stereo not given),12
NC(=O)c1c(NC(=O)c2ccc(S(=O)(=O)N3CCCCC3)cc2)sc2c1CCCC2,-4
Fc1ccc(CNc2nc3c(-c4ccc(F)cc4)nnn3c3ccccc23)cc1,1
CCOC(=O)c1noc2ncnc(N3CCN(c4ccccc4OC)CC3)c12,-5
Cc1occc1C(=O)Nc1ccc(Br)cc1,-15
COc1ccc(NC(=O)N2CCN(Cc3ccc(C)cc3)CC2)cc1,3
Cc1c(C(c2ccc(Cl)cc2Cl)C2C(=O)Oc3ccccc3C2=O)c(=O)n(-c2ccccc2)n1C (stereo not given),-9
Cc1cc(Br)c(NC(=O)CN2CCCC2)cc1C,-1
CCN1CCN(C2(C(=O)NCCCSC)Cc3ccccc3C2)CC1,5
O=C(O)c1cc(-c2ccc(CC3=NC(=O)N(c4ccc(Cl)cc4)C3=O)o2)ccc1Cl,23
O=C(O)C(Cc1ccccc1)NC1=NCc2ccccc21 (stereo not given),-2
Cc1nc2ccn(Cc3ccco3)c(=O)c2cc1C(=O)NCc1ccccc1F,-5
CCCn1cnc2cc(NCc3ccc(OC)cc3OC)ccc21,-8
Cc1cc2oc(C(=O)N(Cc3ccc(Cl)cc3)C3CCS(=O)(=O)C3)c(C)c2cc1C (stereo not given),8
CC1(C)Cc2c(nc(N3CCOCC3)c3c2sc2ncnc(NC4CCCCC4)c23)CO1,14
COc1ccc(-c2cc3nc(C)c(CCC(=O)N4CCN(c5ccccc5F)CC4)c(C)n3n2)c(OC)c1,5
COc1ccc(C2SCCN2S(=O)(=O)c2ccc(C)c(C)c2)cc1 (stereo not given),-1
CCCOc1ccc(-c2cc(C(=O)Nc3ccon3)c3cc(Br)ccc3n2)cc1,-5
CCC(=O)NC(NCc1ccccc1)C(Cl)(Cl)Cl (stereo not given),0
Cc1nnc(SCc2nc(-c3ccc(Cl)cc3)no2)n1-c1ccccc1,3
CCn1c2ccccc2c2cc(NS(=O)(=O)c3ccc(Cl)nc3)ccc21,-11
CCn1c2c(c(=O)n3ncc(C(=O)Nc4ccc(C(=O)OC)cc4)c13)CN(Cc1ccc(OC)cc1)CC2,6
CCOc1ccc(-n2c(=O)c3c4c(sc3n(CC(=O)NC(C)CC)c2=O)CCCC4)cc1 (stereo not given),-11
CCc1ccc2occ(CC(=O)Nc3c(C(=O)c4ccc(C)cc4)oc4ccccc34)c2c1,1
[O-][n+]1onc2c(-c3ccccc3)nnc(-c3ccccc3)c21,2
CNc1[nH]c2c(c(=O)c1N)c(=O)n(C)c(=O)n2C,3
COc1cc(NS(=O)(=O)c2ccc(C(C)(C)C)cc2)c(OC)cc1Cl,16
CCOC(=O)c1cc(-c2ccccc2)n(CCC(=O)Nc2ccc(OC)c(Cl)c2)c1C,10

# Source: PubChem (Icahn School of Medicine at Mount Sinai)
